High-throughput results: PubChem BioAssay, Broad Institute
Casp6 inh = blocks human caspase-6 cleavage activity; P55212; purified caspase-6, Z-VEID-R110 cleavage fluorescence; inhibition, % at 12.5 µM; 350,000 tested, 0.53% active; AID 686996;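 active = mean inhibition across replicates at least about 35%, with every replicate also reaching that limit, limit read from the data; inconclusive = only one of the two criteria met; inactive = neither criterion met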;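 also: 0% = median of neutral control wells and 100% = no fluorescence left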
Target sequence (P55212 24-179 limits assumed): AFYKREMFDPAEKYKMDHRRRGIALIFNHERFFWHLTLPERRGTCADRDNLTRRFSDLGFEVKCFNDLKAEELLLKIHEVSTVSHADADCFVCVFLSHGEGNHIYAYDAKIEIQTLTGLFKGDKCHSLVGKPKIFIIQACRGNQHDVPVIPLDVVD
Target sequence (P55212 194-293 limits assumed): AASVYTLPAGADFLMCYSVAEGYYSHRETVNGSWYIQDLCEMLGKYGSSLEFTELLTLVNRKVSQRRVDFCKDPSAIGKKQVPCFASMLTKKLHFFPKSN
ARNT-TACC3 inh = ARNT/TACC3 interaction disruption. Q9Y6A5. AlphaScreen His-ARNT PAS-B/GST-TACC3 binding, luminescence; TACC3 fragment carries E629A point mutation. inhibition, % at 9.99 µM. 390,000 tested, 0.66% active;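 active = mean inhibition of replicates at least 50% and at least half of replicates each reaching 50%; inconclusive = half or more replicates reach 50% but mean below 50%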;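 also: 0% = complete ARNT plus TACC3 wells and 100% = ARNT alone without TACC3; many hits fall short of the cut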
DENV2 CPE = inhibitors of DENV2 cytopathic effect; DENV2-infected cells, cytopathic effect rescue, plate reader; CPE inhibition, % at 9.99 µM; 350,000 tested, 1.7% active; in the data active = CPE inhibition above about 20%, passing the limit was not always enough; inconclusive = no clear call, values can overlap the other calls; tested in BHK-21 cells;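 also: 0% = median of neutral control wells and 100% = median of positive control wells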
LGR2 antag = inhibitors of bursicon-induced Drosophila LGR2 receptor cAMP signaling; AID 720647; HEK293 LGR2, CRE-luciferase, bursicon-stimulated, 4 h; 380,000 tested, 0.35% active; inhibition, % at 9.99 µM;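 active = drop in luminescence signal, shown as inhibition above about 50% in the replicate tests, limit read from the data, passing the limit was not always enough; inconclusive = probably only some replicates passing the limit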;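 also: agonist challenge used bursicon conditioned medium at about half maximal strength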
PAX8 reporter = PAX8 transcriptional activity inhibition. RMG-I TPO-luciferase reporter, SteadyGlo, 24 h. inhibition, % at 12.6 µM. 360,000 tested, 1.2% active;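 active = mean replicate inhibition at least 60% with every replicate also reaching 60%; inconclusive = only one of the two criteria is met; inactive = mean below 60% and not all replicates reaching 60%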;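 also: luciferase light reporting Pax8 driven TPO promoter activity; plate controls were median of neutral control wells for no effect and mitoxantrone controls for full effect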
EWS-Fli block = EWS/Fli transcriptional activity inhibition; inhibition, % at 12.6 µM; 350,000 tested, 0.67% active; A673 NR0B1-luciferase reporter, viability-normalised;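 active = mean inhibition of at least 50% after viability correction, with every replicate also passing that limit; inconclusive = mean reaches 50% but only one of two replicates passes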;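 also: firefly luciferase signal divided by Alamar Blue viability fluorescence both relative to DMSO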
SIRT5 inh = inhibitors of human sirtuin-5 desuccinylase | Q9NXA8 | Purified SirT5, succinyl-peptide AMC, trypsin-coupled fluorescence | inhibition, % at 15 µM | 330,000 tested, 1.1% active; in the data active = inhibition above about 15%; inconclusive = no clear call, values can overlap the other calls
Target sequence (Q9NXA8 whole entry, looked up): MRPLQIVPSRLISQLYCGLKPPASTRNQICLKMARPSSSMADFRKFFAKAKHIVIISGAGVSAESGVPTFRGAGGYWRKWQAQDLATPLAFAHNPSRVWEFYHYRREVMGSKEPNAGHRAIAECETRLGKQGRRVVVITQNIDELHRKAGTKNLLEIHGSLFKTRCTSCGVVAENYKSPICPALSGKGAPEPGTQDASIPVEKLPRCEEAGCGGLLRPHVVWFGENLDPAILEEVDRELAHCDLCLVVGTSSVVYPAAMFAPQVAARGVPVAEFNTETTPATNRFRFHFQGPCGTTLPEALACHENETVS
Active calls of the source: *; ? = inconclusive; . = no result given.

Molecule | Casp6 inh | ARNT-TACC3 inh | DENV2 CPE | LGR2 antag | PAX8 reporter | EWS-Fli block | SIRT5 inh
O=C(O)c1ccc(Cl)c(S(=O)(=O)Nc2ccccc2Cc2ccccc2)c1 | 5 | 26 | -4 | 0 | -15 | 5 | 0
CC(C)NC(=O)N(C)C[C@H]1Oc2cc(Br)ccc2S(=O)(=O)N([C@@H](C)CO)C[C@@H]1C | -2 | -9 | 2 | -10 | . | -7 | 3
Cc1cc(NC(=O)CSc2ccc(-c3ccc(F)cc3)nn2)no1 | 2 | -7 | -4 | -6 | 5 | 7 | 0
CC(C)C1(c2ccsc2)NC(=O)NC1=O (stereo unspecified) | -3 | 0 | -8 | -5 | 2 | -1 | 0
Cc1occc1C(=O)Nc1cnn(CCCC(=O)O)c1 | 4 | -27 | -7 | 6 | 12 | . | -4
CCN(CC)C(=S)NC(=O)Cc1ccccc1 | -1 | -1 | -4 | . | 1 | 2 | -5
C[C@H]1CN([C@@H](C)CO)C(=O)c2cccc(NS(=O)(=O)c3ccc(F)cc3)c2O[C@H]1CN(C)S(=O)(=O)c1cccs1 | -3 | -1 | 1 | 4 | . | 1 | 14
COc1ccc(CN(C)C[C@@H]2Oc3ccc(NC(=O)Nc4ccccc4)cc3C(=O)N([C@H](C)CO)C[C@@H]2C)cc1 | . | -7 | 12 | -6 | . | -12 | 3
Cn1c(=O)c2cc(NC(=O)NCc3ccccc3)ccc2n1Cc1cccc(C(F)(F)F)c1 | -11 | . | 10 | 6 | 13 | -2 | .
COc1ccc(C)c2sc(N(CCCN(C)C)C(=O)c3ccc(S(=O)(=O)N(C)C)cc3)nc12 | -5 | . | 3 | -9 | 8 | 12 | -6
CC(C)NC(=O)N(C)C[C@@H]1Oc2ccc(NC(=O)CCN3CCOCC3)cc2CC(=O)N([C@@H](C)CO)C[C@H]1C | -1 | -10 | -3 | -19 | -5 | -5 | -4
CC(=O)Nc1ccc(NC(=O)c2ccc(-n3c(C)ccc3C)cc2)cc1 | . | -22 | . | -18 | 1 | . | .
O=C(O)C[C@@H]1C[C@H]2c3cc(NC(=O)NC4CCCCC4)ccc3O[C@H]2[C@@H](CO)O1 | -4 | -9 | -1 | 3 | -15 | 6 | -3
C[C@@H]1CN([C@@H](C)CO)C(=O)c2cc(C#CCN(C)C)cnc2O[C@@H]1CN(C)S(=O)(=O)c1cn(C)cn1 | 0 | -18 | ? | 5 | . | 7 | 4
COc1ccc(S(=O)(=O)NCc2ccc3c(c2)cc(C)n3C)cc1 | 2 | 9 | 0 | . | -4 | -7 | 8
O=C(N/N=C/c1ccccc1O)c1cccc(C(F)(F)F)c1 | . | 2 | . | -19 | 27 | . | .
Cc1oc2c(C)c3oc(=O)c(CCC(=O)N4C[C@H]5C[C@@H](C4)c4cccc(=O)n4C5)c(C)c3cc2c1C | 2 | 3 | 9 | -4 | . | 5 | .
CS(=O)(=O)N1CC(=O)N2[C@@H](CO)[C@@H](c3ccc(Br)cc3)[C@@H]2C1 | 1 | . | 13 | 8 | -1 | -11 | -3
CCN1CC(CN(C)Cc2nc(-c3ccc(OC)c4ccccc34)oc2C)CC1=O (stereo unspecified) | 2 | -4 | -2 | -1 | -1 | 10 | -5
O=C(O)c1ccc(Cl)c(S(=O)(=O)N(Cc2ccccc2)c2ccccc2Cl)c1 | -2 | -13 | 12 | -1 | 6 | 16 | 3
CCN(CC(=O)NCc1cccs1)C(=O)/C=C/c1cc(OC)c(OC)c(OC)c1 | -1 | -8 | 1 | 2 | 5 | 6 | -1
O=C(NCCOc1ccccc1F)c1ccc2c(=O)n3c(nc2c1)CCC3 | -94 | 1 | -1 | -24 | -103 | -34 | -2
CCS(=O)(=O)N1CC2(C1)[C@H](c1ccccc1)[C@H](CO)N2CC1CCCC1 | -1 | . | -5 | -2 | 15 | 2 | 8
CCOc1ccc(N2C(=O)Nc3ccccc3C2(O)C(=O)NCc2ccc(OC)cc2)cc1 (stereo unspecified) | -1 | 1 | 8 | -5 | 4 | -8 | -1
O=C(NCc1cccnc1)c1ccccc1NS(=O)(=O)c1ccccc1 | 0 | 0 | -1 | 3 | -13 | 2 | -2
CC(C)CC#Cc1ccc([C@H]2[C@@H](CO)N3CCCCN(S(=O)(=O)c4ccc(F)cc4)C[C@H]23)cc1 | 1 | -2 | -25 | -12 | 12 | 38 | 5
O=C(Nc1ccc(Br)cc1Cl)c1ccc(OCC2CCCO2)cc1 (stereo unspecified) | 5 | 34 | 17 | -81 | -131 | -56 | .
Clc1cc(Br)ccc1NCc1cccnc1 | -3 | -13 | -2 | -18 | -26 | -3 | -4
Cc1sc(N/N=C/c2cc([N+](=O)[O-])ccc2O)nc1-c1ccccc1 | -3 | 0 | 2 | 4 | -8 | 4 | -2
Cc1ccccc1C(=O)N1[C@@H](C(C)C)COc2cc(Br)ccc2S1(=O)=O | 2 | 0 | 9 | 21 | 17 | -10 | -2
CCn1nc(C(=O)NCCc2ccc3c(c2)OCCO3)c2ccccc2c1=O | 2 | -9 | 9 | -18 | 11 | -4 | .
Cc1ccc(S(=O)(=O)CCC(=O)OCC(=O)NC(=O)c2ccccc2)cc1 | 0 | -9 | 2 | 3 | -28 | 0 | -1
Cc1ccc(S(=O)(=O)Nc2ccc3c(c2)C(=O)N([C@H](C)CO)C[C@H](C)[C@H](CN(C)C(=O)Nc2ccc(C(F)(F)F)cc2)OCCCC[C@@H](C)O3)cc1 | -1 | -13 | 5 | 7 | 6 | 1 | 6
CC1CC1C(=O)N(C)CC(=O)Nc1cccc(F)c1 (stereo unspecified) | 0 | -1 | 1 | 9 | -11 | -5 | -1
CN(C(=O)c1ccc(NC(=O)Cc2cccc(NC(=O)C3CCCN(C(=O)c4ccccc4)C3)c2)cc1)C1CC1 (stereo unspecified) | 0 | -1 | 6 | 11 | -17 | 3 | -3
O=C(C[C@@H]1CC[C@H]2[C@@H](COC[C@@H](O)CN2Cc2ccc(Oc3ccccc3)cc2)O1)Nc1nccs1 | 3 | 5 | -4 | 3 | 33 | 39 | 3
C=CCN1C(=O)C(O)(CC(=O)c2ccco2)c2cc(Br)ccc21 (stereo unspecified) | 0 | -4 | 2 | 0 | -6 | 29 | 8
O=S(=O)(c1cccc2ccccc12)N1CCCCC1 | 2 | -6 | -4 | 10 | 6 | -3 | 6
Cc1ccc(-c2noc(C3CCCN(C(=O)c4cccc(Cl)c4)C3)n2)o1 (stereo unspecified) | 1 | . | 7 | -64 | -130 | -101 | -1
C[C@@H]1CN([C@H](C)CO)S(=O)(=O)c2ccc(C#CCC3CCCC3)cc2O[C@H]1CN(C)C(=O)c1cnccn1 | -1 | 2 | ? | -12 | . | -4 | 8
O=C(O)CCCCCNC(=O)Cn1nnc2ccccc2c1=O | -1 | 4 | -3 | -9 | -3 | -8 | -5
O=C(CN1CCN(Cc2ccc3c(c2)OCO3)CC1)Nc1ccc(F)cc1 | . | -24 | . | -10 | -24 | . | .
CCC(CC)c1nnc(NC(=O)C2CC(=O)N(CCc3ccc(OC)c(OC)c3)C2)s1 (stereo unspecified) | 5 | 2 | -9 | -2 | . | 2 | 1
O=C(C(=O)N1CCOCC1)c1cn(CC(=O)N2CCc3ccccc3C2)c2ccccc12 | 1 | -3 | 13 | 3 | 21 | 5 | -3
COc1cc(/C=N/NC(=O)CC2(C)OCCCO2)ccc1OCc1ccc(Cl)cc1Cl | . | -10 | . | -36 | -59 | . | .
COc1ccc(-c2csc(NC(=O)C3CC(=O)N(Cc4ccco4)C3)n2)cc1 (stereo unspecified) | 8 | 3 | 8 | . | -16 | 2 | -1
O=C(Nc1ccccc1C(=O)Nc1cccnc1)c1ccccc1 | 1 | 3 | -6 | 26 | 5 | 12 | -3
CCCC(=O)Nc1ccc2c(c1)OC[C@H](C)N(C(=O)c1ccncc1)C[C@H](C)[C@@H](OC)CN(C)C2=O | 0 | . | 0 | -7 | -7 | -11 | .
CC(NC(=O)c1ccccc1NC(=O)c1ccccc1)C(=O)N1CCOCC1 (stereo unspecified) | 0 | -3 | 1 | . | -3 | -5 | -4
CCCCNC(=O)c1ccc2nc(CC)c(N(C)Cc3ccc(OC)cc3)n2c1 | -1 | . | 16 | -3 | -8 | -4 | 0
CCOc1ccc(C(=O)NC(=S)Nc2cccnc2)cc1 | 12 | -17 | 1 | -6 | -15 | 48 | -1
CCCC(=O)Nc1nc2ccc(OCC)cc2s1 | 0 | -11 | 9 | -54 | -302 | -101 | -2
C[C@H](CO)N1C[C@H](C)[C@H](CN(C)C)Oc2c(NS(=O)(=O)c3ccccc3)cccc2C1=O | 0 | -2 | -3 | -15 | -7 | 6 | 1
COc1ccc(C(C)=O)cc1CSc1ccc2c(c1)OCCO2 | 1 | -16 | 2 | -5 | -17 | -29 | -2
C[C@@H]1CN([C@H](C)CO)C(=O)Cc2cc(NC(=O)CCN3CCOCC3)ccc2O[C@H]1CN(C)CC1CC1 | -31 | 0 | 0 | -6 | 2 | -3 | 1
Cc1nc(N2CCOCC2)nc(OC(C)C)c1[N+](=O)[O-] | -2 | -12 | 6 | -10 | 6 | -2 | 1
O=S(=O)(c1ccccc1)N1CCN=C1SCc1ccc(Cl)c(Cl)c1 | . | -10 | . | 0 | -9 | . | .
CCOC(=O)CC(=O)c1[nH]c(C)c(C(=O)OCC)c1C | -2 | 0 | 3 | 18 | -34 | 2 | -2
COc1ccc(-c2noc(CCC(=O)NCCc3cccc(C)c3)n2)cc1 | -2 | 0 | . | -12 | -3 | 7 | -4
CCCN1CCC(CCOc2ccccc2)(C(=O)OCC)CC1 | 0 | -1 | 2 | 3 | -1 | -2 | 7

Look-ups from the results shown.
Entry of CCCN1CCC(CCOc2ccccc2)(C(=O)OCC)CC1 in DENV2 CPE: 2
Entry of CC1CC1C(=O)N(C)CC(=O)Nc1cccc(F)c1 (stereo unspecified) in Casp6 inh: 0

Following part.
Molecule | Casp6 inh | ARNT-TACC3 inh | DENV2 CPE | LGR2 antag | PAX8 reporter | EWS-Fli block | SIRT5 inh
CC1=C(C(=O)N2CCCCCC2)CC(CC(=O)NCCc2ccccn2)C(=O)N1CCCN1CCCC1=O (stereo unspecified) | -2 | . | 1 | 0 | -16 | -8 | .
CC(C)NC(=O)N(C)C[C@@H]1Oc2ccc(NC(=O)Nc3ccc4c(c3)OCO4)cc2CC(=O)N([C@@H](C)CO)C[C@H]1C | 2 | 1 | 8 | -12 | . | -6 | 9
O=C1CN(CC(=O)NC(=O)NCc2ccccc2)CCN1 | . | 7 | . | 10 | -12 | . | .
Clc1ccccc1Nc1ncnc2c1nnn2Cc1ccccc1 | -2 | -2 | . | -13 | . | -10 | -2
COCCN1C(=O)c2oc3ccccc3c(=O)c2C1c1ccc(OC)c(OC)c1 (stereo unspecified) | -4 | 1 | -2 | 15 | 3 | 0 | -7
C[C@@H]1CN([C@H](C)CO)C(=O)Cc2cc(NC(=O)Nc3ccc(F)cc3)ccc2O[C@H]1CN(C)C | 0 | 1 | ? | -18 | -7 | . | 5
CO[C@@H]1CN(C)C(=O)c2cc(NC(=O)c3cc(C)on3)ccc2OC[C@@H](C)N(C(=O)C2CCC2)C[C@H]1C | 3 | -2 | -18 | -25 | -5 | -6 | -2
CC(C)NC(=O)N1CCCCN2[C@H](CO)[C@@H](c3ccc(Br)cc3)[C@H]2C1 | 3 | -3 | -5 | 5 | 7 | -13 | 8
O=C(C[C@@H]1C=C[C@H](NC(=O)NC2CCCC2)[C@H](CO)O1)NCc1ccc(F)cc1 | 1 | -9 | 19 | -4 | -6 | 8 | 0
N#C/C(=C\c1cc2ccccc2nc1N1CCOCC1)C(=O)Nc1ccc(N2CCOCC2)cc1 | 0 | -22 | -2 | 6 | 29 | 11 | -8
Cc1ccc(NC(=S)NC(=O)c2cncc(Br)c2)cc1Cl | 1 | . | -2 | -15 | -1 | 18 | 29*

Rows were taken by chance; any-hit rate near 4.9%.
